Screening results deposited in PubChem by National Center for Advancing Translational Sciences (NCATS).
FEN1 inh: inhibitors of human flap endonuclease 1; P39748; Recombinant FEN1 flap cleavage, fluorescence, 15 min; Potency, µM (top dose mostly 114 µM), for the others: at the top dose activity change, negative = inhibition, usual class: inhibitors; 0.35% of 390,000 active; AID 588795; note: nearly all actives have a fitted effect of over 65% in size
Target sequence (P39748 whole entry, looked up): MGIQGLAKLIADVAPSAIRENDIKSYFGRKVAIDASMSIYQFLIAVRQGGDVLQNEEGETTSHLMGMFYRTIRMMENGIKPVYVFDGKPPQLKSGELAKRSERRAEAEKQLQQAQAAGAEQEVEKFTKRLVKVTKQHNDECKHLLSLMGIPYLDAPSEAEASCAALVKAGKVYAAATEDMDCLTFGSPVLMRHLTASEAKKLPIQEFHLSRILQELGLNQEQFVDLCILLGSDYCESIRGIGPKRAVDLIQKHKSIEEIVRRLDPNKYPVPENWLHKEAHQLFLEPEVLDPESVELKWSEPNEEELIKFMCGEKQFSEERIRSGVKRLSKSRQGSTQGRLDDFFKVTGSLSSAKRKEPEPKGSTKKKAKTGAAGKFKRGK
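Compounds are tested as a concentration series against 10 nM FEN1; after a 15 min room-temperature preincubation, 50 nM substrate starts cleavage, with plate reads at 0 and 15 min. Normalized responses are fitted by a Hill equation.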
N370S GC mod: inhibits or activates N370S mutant glucocerebrosidase; Potency, µM (series often up to 59.4 µM), for inactives: at the highest dose activity change, negative = inhibition, hits mostly inhibitors; N370S GC spleen homogenate, 4MU-glucoside fluorescence; 0.092% of 330,000 active; AID 2101;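 note: 0% = full enzyme activity and -100% = no enzyme basal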
TDP1 inh: inhibitors of human tyrosyl-DNA phosphodiesterase TDP1 | 0.28% of 350,000 active | Potency, µM (doses to about 130 µM), for the others: at the highest dose activity change, negative = inhibition, usual class: inhibitors | recombinant TDP1, AlphaScreen DNA substrate cleavage | Q9NUW8 | AID 485290; note: nearly all actives have a fitted effect of over 40% in size
Target sequence (Q9NUW8 whole entry, looked up): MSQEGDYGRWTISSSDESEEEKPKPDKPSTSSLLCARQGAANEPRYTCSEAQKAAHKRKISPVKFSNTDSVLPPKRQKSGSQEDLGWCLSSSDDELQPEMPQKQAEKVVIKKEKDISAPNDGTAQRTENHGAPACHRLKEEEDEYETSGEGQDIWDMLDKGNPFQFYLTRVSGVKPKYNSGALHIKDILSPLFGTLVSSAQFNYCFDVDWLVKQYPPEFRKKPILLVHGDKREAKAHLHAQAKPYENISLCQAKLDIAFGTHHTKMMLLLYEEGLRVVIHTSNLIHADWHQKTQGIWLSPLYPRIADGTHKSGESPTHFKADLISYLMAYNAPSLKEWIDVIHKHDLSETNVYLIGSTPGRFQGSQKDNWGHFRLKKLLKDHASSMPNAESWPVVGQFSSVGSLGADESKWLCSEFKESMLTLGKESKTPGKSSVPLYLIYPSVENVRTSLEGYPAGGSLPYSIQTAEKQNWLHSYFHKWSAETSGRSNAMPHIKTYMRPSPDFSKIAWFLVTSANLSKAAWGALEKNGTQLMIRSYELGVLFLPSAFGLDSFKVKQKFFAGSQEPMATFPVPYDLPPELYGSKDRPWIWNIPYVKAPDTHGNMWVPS
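Recombinant human Tdp1 (E. coli-expressed, 1 nM final) preincubated with compounds 15 min at room temperature, then 5'-biotin/3'-phosphotyrosine-FITC DNA substrate (15 nM final) added for 5 min. AlphaScreen beads (10 ug/ml final) added 10 min; cleavage lowers signal.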
* marks the source's active call; other numbers are inactive results; u = inconclusive; x = no result given; [ ] = another dose, or the depositor's remark. Calls come from the whole dose curve; as a rule, active = well fitted curve in the direction sought with a large enough effect; inconclusive = small, poorly fitted or top-dose-only effect, or another doubt; inactive = no such curve, though single readings can be large; an effect the other way counts as inactive or inconclusive. Unless noted, % is set by controls: 0 for no effect and ±100 for the full control effect; potency is the fitted concentration of half-maximal effect. The order is random (roughly 0.57% active in at least one column).

SMILES	FEN1 inh	N370S GC mod	TDP1 inh
CCn1c(SCC(=O)N2CCc3ccccc32)nnc1-c1ccncc1	-10%	2%	-3%
COC(=O)c1sc(S(=O)(=O)Nc2c(C)nn(C)c2C)c(C(=O)OC)c1C	-1%	-3%	-10%
COc1ccccc1N1CCN(c2cc(=O)n(Cc3ccc(F)cc3)c(=O)[nH]2)CC1	-10%	2%	0%
COc1ccccc1C(=O)Nc1ccc(-c2nnc(SCC(=O)O)n2C)cc1	-1%	5%	5%
CC1(C)[C@@H](OC(=O)CCC(=O)O)CC[C@@]2(C)[C@H]1CC[C@@]1(C)[C@H]2C(=O)C=C2[C@H]3C[C@](C)(C(=O)O)CC[C@]3(C)CC[C@@]21C	x	1%[21.6 µM]	3%[56.1 µM]
O=C(O)c1cccc(NS(=O)(=O)c2ccc(-c3ccc(S(=O)(=O)Nc4cccc(C(=O)O)c4)cc3)cc2)c1	u	-24%	-10%
OCc1ccccc1O	x	-6%	11%[56.1 µM]
CN1CCc2nc3sc(C(=O)Nc4cccc(C#N)c4)c(N)c3cc2C1	40µM*	x	-7%
C[C@@H](C(=O)Cc1ccc2ccccc2c1)[C@@H]1C[C@@]1(C)[C@@H](NP(=O)(c1ccccc1)c1ccccc1)c1ccccc1	x	-6%	7%
O=C(Nc1cccc(-c2csc(Nc3ccccc3)n2)c1)c1ccccc1	5%	10%	2%
COc1ccc(CNC(=O)Nc2ccc(C)cc2C)cc1	24%	13%	8%
CCCOc1ccccc1/C=N/Nc1ccnc(=O)[nH]1	0%	2%	x
CCC1(C)Cc2c(sc3c2c(=O)n(C)c2nnc(SCc4ccc5c(c4)OCO5)n32)CO1 (stereo not drawn)	-7%	9%	-4%
NC1=NC2=C(CCCC2)C2(CCCCC2)S1	-10%	-15%	4%
Cc1cccc(NC(=O)c2ccc(Cl)nc2)n1	15%	-6%	1%
CC(=O)C(C)n1cnc2scc(-c3ccc(C)cc3)c2c1=O (stereo not drawn)	-2%	2%	1%
CC1c2cccn2CCN1S(=O)(=O)c1ccccc1 (stereo not drawn)	-6%	x	5%[56.1 µM]
O=[N+]([O-])c1ccccc1-c1ccc(/C=N/n2cnnc2)o1	-15%	4%	-8%
CCOC(=O)/C(=N/Nc1ccc(C)cc1)S(=O)(=O)c1ccc(Cl)cc1	6%	16%	5%
CCCCN(CCCC)C(=O)c1cc2c(=O)n3cccc(C)c3nc2s1	2%	x	-9%
CC1(c2ccc3ccccc3c2)NC(=O)N(CC(=O)N2CCN(c3ccccc3O)CC2)C1=O (stereo not drawn)	-3%	-12%	7%
O=C(CCc1nc2ccccc2c(=O)[nH]1)Nc1cccc(S(=O)(=O)N2CCOCC2)c1	7%	1%	-17%[0.505 µM]
CCOC(=O)C1=NNC(C(=O)c2ccc(C)cc2)C1c1ccc(C)cc1 (stereo not drawn)	-5%	7%	6%
CCCCOc1ccc(C(=O)N2CCCCCC2)cc1	1%	5%	0%
COc1cc(/C(C)=N/N2CCOCC2)cc(OC)c1OC	-11%	-10%	-4%

Ordered by count of non-hydrogen atoms (ascending): some entries from above
SMILES	FEN1 inh	N370S GC mod	TDP1 inh
CC1c2cccn2CCN1S(=O)(=O)c1ccccc1 (stereo not drawn)	-6%	x	5%[56.1 µM]
CCn1c(SCC(=O)N2CCc3ccccc32)nnc1-c1ccncc1	-10%	2%	-3%
C[C@@H](C(=O)Cc1ccc2ccccc2c1)[C@@H]1C[C@@]1(C)[C@@H](NP(=O)(c1ccccc1)c1ccccc1)c1ccccc1	x	-6%	7%

The listing continues:
SMILES	FEN1 inh	N370S GC mod	TDP1 inh
Cc1ccc(CNC(=O)C2CCCN(C(=O)Nc3ccc(F)cc3)C2)cc1 (stereo not drawn)	-9%	-13%	6%
CC(C)c1ccc(NC(=O)COC(=O)COc2ccccc2)cc1	-4%	0%	3%
O=C1CC(c2c[nH]c3ccccc23)C(=O)N1 (stereo not drawn)	-3%	1%	5%
Cc1cc(-c2n[nH]c(=S)n2/N=C/c2cccs2)n[nH]1	6%	-2%	0%
CCOC(=O)CSc1ccc(S(=O)(=O)N2CCCCC2)cc1[N+](=O)[O-]	-7%	-17%	8%
CC(=O)c1ccc(NC(=O)c2noc3c2CCC3)cc1	-13%	-7%	25µM*
COc1cccc(C2C(C(=O)Nc3ccc(C)cc3C)=C(C)Nc3c(C(=O)Nc4cccc(C)c4)cnn32)c1OC (stereo not drawn)	4%	x	6%
Brc1ccc(-c2nnc3n2C2(CCCC2)Cc2ccccc2-3)o1	1%	-1%	5%
Cn1nc(C(=O)NC2CCCc3ccccc32)ccc1=O (stereo not drawn)	-5%	4%	6%
Cn1c(SCc2c(F)cccc2Cl)nnc1-c1cnccn1	-10%	8%	-4%
CCC(/C=N/NC(=O)CCCCC(=O)N/N=C/C(CC)CC)CC	-15%	17%	5%
CCCSCCCNC(=O)Cn1nc(CC)n2c(cc3c(OC)cccc32)c1=O	-9%	-7%	x
Cc1ccc(S(=O)(=O)N2[C@@H](c3cccc(Cl)c3)C(C(=O)O)=CC[C@H]2c2ccc3c(c2)OCO3)cc1	-13%	1%	4%
CCOC(=O)c1[nH]c(C)c(C(=O)N2CCc3c([nH]c4ccccc34)C2c2ccccn2)c1C (stereo not drawn)	-6%	-4%	-2%
CC(C)OC(=O)CSc1nc2cccnc2n1-c1ccc(F)cc1	-12%	-1%	0%
Cc1ccc(NC(=S)N/N=C/c2c(C)[nH]c3ccccc23)cc1	-12%	u	11%
O=C(O)C(Cc1ccc(Cl)cc1)NS(=O)(=O)c1ccc(Cl)cc1 (stereo not drawn)	-6%	-4%	x
Cc1ccc(NC(=O)N2CCN(c3nnc(C)c4c(C)n(-c5ccccc5)nc34)CC2)cc1Cl	u	x	2%
CC(C)N(Cc1ccccc1)C(=O)COC(=O)c1ccc2c(c1)OCCO2	-1%	0%	0%
O=C(O)CCCC(=O)NNc1nc(-c2ccccc2)c2cc(Cl)ccc2n1	-9%	-4%	x
COc1cccc(-c2nc(=S)c3c(n2Cc2ccco2)CCCC3)c1	5%	9%	9%
CC(C)NC(=O)CSc1ccccc1C(=O)N1CCN(S(=O)(=O)Cc2ccccc2)CC1	1%	-4%	-2%
COc1cccc(NC(=O)COC(=O)c2ccc(C)c(S(=O)(=O)N3CCCCC3)c2)c1	6%	x	-7%
S=C(NCc1ccc(Cl)cc1)Nc1ccccc1	8%	-3%	0%
CN1C(=O)Cc2cc(S(=O)(=O)CCC(=O)Nc3cccc(C(F)(F)F)c3)ccc21	15%	x	0%

Entries shown so far that contain a Cl atom (8):
SMILES	FEN1 inh	N370S GC mod	TDP1 inh
Cc1cccc(NC(=O)c2ccc(Cl)nc2)n1	15%	-6%	1%
CCOC(=O)/C(=N/Nc1ccc(C)cc1)S(=O)(=O)c1ccc(Cl)cc1	6%	16%	5%
Cn1c(SCc2c(F)cccc2Cl)nnc1-c1cnccn1	-10%	8%	-4%
Cc1ccc(S(=O)(=O)N2[C@@H](c3cccc(Cl)c3)C(C(=O)O)=CC[C@H]2c2ccc3c(c2)OCO3)cc1	-13%	1%	4%
O=C(O)C(Cc1ccc(Cl)cc1)NS(=O)(=O)c1ccc(Cl)cc1 (stereo not drawn)	-6%	-4%	x
Cc1ccc(NC(=O)N2CCN(c3nnc(C)c4c(C)n(-c5ccccc5)nc34)CC2)cc1Cl	u	x	2%
O=C(O)CCCC(=O)NNc1nc(-c2ccccc2)c2cc(Cl)ccc2n1	-9%	-4%	x
S=C(NCc1ccc(Cl)cc1)Nc1ccccc1	8%	-3%	0%

(list continues)
SMILES	FEN1 inh	N370S GC mod	TDP1 inh
CCCOc1ccc(/C=N/Nc2ccc(C(=O)O)cc2)c(OCCC)c1	-11%	12%	4%
CCOc1ccc(-c2nnc(SCC(=O)Nc3ccc4c(c3)c3ccccc3n4CC)n2N)cc1	-10%	4%	-3%
CCCS(=O)(=O)N1CCC(C(=O)NCCN(CC)c2ccccc2)CC1	-2%	0%	2%
N/C(=N\OC(=O)c1cccc2ccccc12)c1cccnc1	3%	1%	-11%
O=C1C(Cc2ccc(O)cc2)NC(=S)N1C1CCCCC1 (stereo not drawn)	3%	-9%	2%
COCCNc1oc(/C=C/c2ccc(F)cc2)nc1C#N	-19%	x	-5%
O=C(CN1CCCCC1)Nc1nnc(-c2ccccc2)s1	1%	5%	6%
CCCCN1C(=O)C(=O)N(CC(=O)Nc2cc(OCC)c(N3CCOCC3)cc2OCC)C1=O	0%	-4%	3%
COc1ccccc1C(=O)NCC(=O)OCC(=O)Nc1nnc(-c2ccccc2)o1	15%	x	2%
CN1CCN(S(=O)(=O)c2ccc(N3CCN(S(=O)(=O)/C=C/c4ccccc4)CC3)nc2)CC1	-1%	-25%	5%
CCOc1ccc(CN(C)C(=O)CN2C(=O)NC3(CCCc4ccccc43)C2=O)cc1 (stereo not drawn)	9%	x	2%
CCCCn1c(=O)nc2n(-c3ccc(Cl)cc3)c3ccccc3cc-2c1=O	-4%	19%	8%
Cc1ccc(NC(=O)C2CCN(S(=O)(=O)c3c(C)noc3C)CC2)cc1	-3%	x	2%
CCc1ccc(-c2nc(CSCC(=O)NCc3ccc(C)cc3)c(C)o2)cc1	-15%	x	3%
CCOC(=O)c1ccc(-n2c(CN(CC)CC)nc3ccc([N+](=O)[O-])cc3c2=O)cc1	8%	-7%	7%
Cc1oc2c(F)c(F)c(F)c(F)c2c1S(=O)(=O)Nc1cccc(C(F)(F)F)c1	-14%	4%	-8%
O=C(Nc1ncccn1)C12CC3CC(CC(C3)C1)C2	9%	10%	10%
COC(=O)[C@]1(Cc2ccccc2)N[C@H](CN(C)C(=O)Nc2ccc(C)cc2)[C@@H]2C(=O)N(C)C(=O)[C@@H]21	-12%	x	0%
CC(=O)Nc1ccc(NC(=O)CSc2nnc(COc3ccccc3C)n2CC2CCCO2)cc1 (stereo not drawn)	53%[activator]	4%	5%
c1ccc(OCc2nc3c4c(ncn3n2)-c2ccccc2CC42CCCC2)cc1	-10%	1%	0%
N=C1C(c2nc3ccccc3[nH]2)=C(O)CN1NC(=O)COc1cccc(F)c1	x	13%	8%
COc1ccc(/C(C)=N/NC(=O)c2cc(C)[nH]n2)c(OC)c1	18%	4%	4%
Cc1noc(C)c1COC(=O)CCCc1nc2ccccc2s1	-4%	-5%	2%
COc1ccccc1NC(=O)CN1CCN(S(=O)(=O)c2ccc(Br)cc2)CC1	-2%	8%	4%
Fc1ccc(CSc2nnc(-c3cccs3)o2)cc1	-19%	10%	-6%
(continued)
SMILES	FEN1 inh	N370S GC mod	TDP1 inh
COc1ccc(CNc2nc(NCc3ccc(OC)cc3)c3ncn(C4CCCCC4)c3n2)cc1	x	21%	17%
Cc1nc(-c2cccc(S(=O)(=O)N3CC(C)OC(C)C3)c2)cs1 (stereo not drawn)	5%	7%	4%
Cn1c(=O)cc(NCc2ccccc2)[nH]c1=O	2%	3%	4%
O=C(Nc1nc(-c2cccnc2)cs1)c1ccc(S(=O)(=O)N2CCOCC2)cc1	-4%	10%	-1%
Cc1ccc(-n2ncc3c(NCc4ccco4)ncnc32)c(C)c1	16%	2%	2%
O=C(Nc1cccc(Br)c1)N1CCN2CCCCC2C1 (stereo not drawn)	-2%	x	0%
O=C(Nc1ccc(Cl)cc1)C(c1ccccc1)N(CCO)CCO (stereo not drawn)	4%	4%	4%
O=C(COc1ccccc1)Nc1ccccc1Cl	-1%	-1%	4%
CCc1ccc(Nc2nnc(SCC(=O)Nc3cccc(S(=O)(=O)NC4=NCCCCC4)c3)s2)cc1	u	-2%	0%
CCN(Cc1cc2ccccc2[nH]c1=O)S(=O)(=O)c1ccc(OC)cc1	17%	-1%	2%
CC(C)NC(=S)NN=C1CCC(c2ccccc2)CC1 (stereo not drawn)	2%	13%	7%
COc1ccc(C)cc1NC(=O)c1c([N+](=O)[O-])cnn1C	3%	3%	x
Cc1ccc(CNC(=O)c2cn(C)c(=O)c3c2c2ccccc2n3C)o1	-8%	-4%	4%
COCc1cc(C)nc(N)c1C#N	-5%	3%	0%
Cc1ccccc1/C(N)=N/OC(=O)c1ccc(F)cc1	11%	-13%	-5%
CCCSC1C(C)=C(C)C(=O)N1Cc1ccccc1 (stereo not drawn)	-2%	-1%	3%
CCc1ccccc1NC(=S)N(CCN(C)C)C(C)c1cccnc1 (stereo not drawn)	-1%	6%	3%
O=C(COC(=O)CCc1c[nH]c2ccccc12)Nc1ccccc1	-1%	-15%	3%
O=C(Nc1cccc(S(=O)(=O)NC2=NCCCCC2)c1)c1ccc(Cl)cc1	-2%	-14%	-4%
CC(=O)c1cccc(N2C(=O)Nc3ccccc3N2O)c1	-1%	0%	0%
CC(OC(=O)c1ccc(Cl)nc1)C(=O)Nc1ccc2c(c1)OCO2 (stereo not drawn)	-2%	x	1%
COC(=O)c1ccc(NC(=O)CCc2c(C)nc3c(-c4ccccc4)c(C)nn3c2C)cc1	-17%	x	-1%
O=C(CSc1nnc(-c2cc3ccccc3cc2O)n1Cc1ccco1)c1ccc(F)cc1	-17%	3%	1%
O=S(=O)(Nc1cccnc1)c1cccs1	5%	7%	2%
COc1ccc(NS(=O)(=O)c2cccs2)c(OC)c1	7%	-1%	7%
